High-throughput results from PubChem BioAssay.
VLA-4 inh: inhibition in a human VLA-4 binding assay. P13612. VLA-4 expressing cells, ligand binding flow cytometry. inhibition, % (about 7 µM as worked out from the volumes in the protocol). 330,000 tested, 0.2% active. AID 2557; in the data active = inhibition above about 50%
Target sequence (P13612 whole entry, looked up): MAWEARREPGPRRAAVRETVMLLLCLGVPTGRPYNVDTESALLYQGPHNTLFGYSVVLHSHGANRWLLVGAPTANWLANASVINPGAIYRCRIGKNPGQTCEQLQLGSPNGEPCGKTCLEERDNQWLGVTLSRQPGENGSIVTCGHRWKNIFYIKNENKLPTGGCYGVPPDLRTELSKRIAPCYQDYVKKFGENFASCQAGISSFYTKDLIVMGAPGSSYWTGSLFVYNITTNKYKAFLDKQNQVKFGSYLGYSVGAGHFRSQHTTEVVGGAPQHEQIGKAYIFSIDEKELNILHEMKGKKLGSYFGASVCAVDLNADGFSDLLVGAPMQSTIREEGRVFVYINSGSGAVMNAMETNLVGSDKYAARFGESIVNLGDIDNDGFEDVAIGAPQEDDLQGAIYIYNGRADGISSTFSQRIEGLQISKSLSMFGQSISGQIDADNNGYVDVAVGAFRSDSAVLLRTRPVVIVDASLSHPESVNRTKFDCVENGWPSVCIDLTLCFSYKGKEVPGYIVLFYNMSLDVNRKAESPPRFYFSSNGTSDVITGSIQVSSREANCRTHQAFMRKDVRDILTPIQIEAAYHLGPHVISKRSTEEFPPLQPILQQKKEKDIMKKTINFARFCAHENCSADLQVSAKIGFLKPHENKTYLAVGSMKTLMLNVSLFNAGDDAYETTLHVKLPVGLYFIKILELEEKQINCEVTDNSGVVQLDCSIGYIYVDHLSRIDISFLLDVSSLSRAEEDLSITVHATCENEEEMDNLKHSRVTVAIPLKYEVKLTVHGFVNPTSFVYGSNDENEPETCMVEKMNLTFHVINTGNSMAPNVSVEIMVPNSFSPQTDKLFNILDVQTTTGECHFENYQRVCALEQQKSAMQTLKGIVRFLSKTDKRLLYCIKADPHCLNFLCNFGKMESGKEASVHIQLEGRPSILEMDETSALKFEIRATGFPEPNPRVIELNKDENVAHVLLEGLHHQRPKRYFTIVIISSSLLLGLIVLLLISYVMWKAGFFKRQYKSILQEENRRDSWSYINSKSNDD
RPL19A-GFP yeast: yeast TOR pathway RPL19A-GFP modulation; S. cerevisiae RPL19A-GFP strain, flow cytometry, 3 h; stronger effect = lower value; percent response vs DMSO, % at 10 µM; 330,000 tested, 0.3% active;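 active = percent response vs DMSO below 50%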;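 also: median channel GFP fluorescence of the barcoded RPL19A-GFP strain; ratio of sample median GFP to plate DMSO average so 100% = DMSO; lower means less RPL19A-GFP as with rapamycin TOR inhibition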
LAP4 TOR yeast: alters LAP4-GFP fluorescence in TOR pathway yeast screen; S. cerevisiae LAP4-GFP multiplex, flow cytometry GFP, 3 h; median GFP as percent of DMSO wells; GFP response vs DMSO, % at 10 µM; AID 2023; 320,000 tested, 0.34% active;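 active = GFP response vs DMSO above a set limit, about the screen mean plus 3 SD, cut at about 150% in these data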
GRK2 inh: inhibitors of human GRK2 displacing RNA aptamer; inhibition of aptamer binding, % at 10 µM; P25098; bead flow cytometry, FAM-aptamer displacement from GRK2; 330,000 tested, 0.59% active;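 active = inhibition of aptamer binding above 40%, roughly 3 SD of noise, on plates passing a quality check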;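 also: median bead fluorescence of bound FAM aptamer so fluorescent compounds give negative values; no value below 0 was filed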
CR mimetic SO: caloric restriction mimetics inhibiting age-related superoxide in yeast; S. cerevisiae aged cells, superoxide DHE fluorescence; stronger effect = lower value; superoxide response (% of plate mean), % at 10 µM; 330,000 tested, 0.18% active;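 active = superoxide response under a set limit, about three screen SD below normal, cut at about 65% in these data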;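 also: yeast aged for seven days with compound at 30 °C before DHE staining; 100% = average MFI of all compound-treated wells on the plate with controls excluded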
MEP2 TOR yeast: yeast TOR pathway MEP2-GFP modulation | GFP response vs DMSO, % at 10 µM | S. cerevisiae MEP2-GFP strain, flow cytometry GFP, 3 h; 100% = DMSO control level | AID 2016 | 330,000 tested, 0.51% active;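 active = GFP response versus DMSO above a set limit, roughly screen mean plus 3 SD, cut at about 180% in these data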;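 also: median GFP fluorescence of the barcode-gated MEP2-GFP cells per well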
AGP1-GFP MLPCN: alters AGP1-GFP fluorescence in TOR pathway yeast screen; S. cerevisiae AGP1-GFP multiplex flow cytometry, 3 h; GFP as percent of DMSO wells; GFP response vs DMSO, % at 10 µM; 320,000 tested, 0.02% active;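 active = GFP response relative to DMSO above a set limit, near screen average plus 3 SD, cut at about 150% in these data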;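 also: median GFP channel fluorescence of the gated AGP1 strain per well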
CIT2-GFP yeast: alters CIT2-GFP fluorescence in TOR pathway yeast screen; S. cerevisiae CIT2-GFP strain, flow cytometry, 3 h; 100 means same as DMSO wells; GFP response vs DMSO, % at 10 µM; 320,000 tested, 0.065% active; AID 2029;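 active = GFP response relative to DMSO above a set limit, near the screen mean plus 3 SD, cut at about 150% in these data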;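 also: ratio of well median GFP fluorescence to mean of DMSO wells on the plate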
An asterisk follows results filed as active; . = no result given.

SMILES	VLA-4 inh	RPL19A-GFP yeast	LAP4 TOR yeast	GRK2 inh	CR mimetic SO	MEP2 TOR yeast	AGP1-GFP MLPCN	CIT2-GFP yeast
Cc1ccccc1NC(=S)N(CCc1c(C)[nH]c2ccc(F)cc12)Cc1cccnc1	0	102	102	0	94	102	103	100
CC1CCCN(S(=O)(=O)c2ccc(C(=O)Nc3ccccc3-c3nc4ccccc4[nH]3)cc2)C1 (stereo not drawn)	20	108	96	0	121	99	107	104
N=c1oc2ccccc2cc1C(=O)Nc1ccccc1	-9	103	90	0	100	102	98	109
O=c1[nH]c(CSc2ncn[nH]2)nc2ccccc12	-2	98	104	0	91	101	102	94
O=C1N=C(N2CCOCC2)S/C1=C/c1ccc(-c2ccccc2Cl)o1	4	102	81	0	93	107	94	115
Cn1c(=O)c2c(nc(NCc3ccco3)n2C/C=C/c2ccccc2)n(C)c1=O	-11	98	106	4	93	97	100	94
Cc1ccccc1C(=O)N1CCCN(C(=O)c2ccccc2C)CC1	-2	102	106	0	101	102	104	114
CCOC(=O)c1nc(N/N=C/c2ccccc2)sc1Br	1	100	108	5	93	102	100	102
COc1ccc(N(CC(=O)Nc2nccs2)S(=O)(=O)c2c(C)nn(C)c2C)cc1	-13	103	107	4	102	103	109	103
CCOc1nc(Nc2ccc(Cl)cc2)nc(OCC)n1	-5	103	96	0	110	109	104	107
Cc1sc2ncnc(SCC(=O)Nc3ncccc3O)c2c1C	-74	98	99	5	98	101	99	95
O=C(NCc1ccccc1)c1cccc(COc2ccc3c(c2)CCC3)c1	.	104	103	0	102	107	102	100
CC/C(=N\NC(=O)CSCc1ccccc1Br)c1ccc2c(c1)OCCO2	0	105	105	0	106	100	108	103
NC1=NC(=O)/C(=C/c2ccccc2OS(=O)(=O)c2ccccc2)S1	6	99	99	1	100	106	101	110
CC(C)C(=O)NC(=S)Nc1ccccc1N1CCN(C(=O)c2ccccc2)CC1	-2	101	98	4	101	106	104	102
Cc1c(NC(=O)COC(=O)COc2ccc(Nc3ccccc3)cc2)c(=O)n(-c2ccccc2)n1C	1	100	100	4	96	99	100	101
COC(=O)C(Cc1ccccc1)NC(=O)CCNC(=O)c1ccco1 (stereo not drawn)	-10	69	89	0	98	127	20	103
COc1ccc(/C=C/C(=O)c2cccc(-n3cnnn3)c2)cc1O	1	104	89	98*	114	114	102	98
CCOc1ccccc1CNC(=O)CCC(=O)N1Cc2ccccc2Oc2ncccc21	-9	107	105	0	92	111	105	107
CSc1ccccc1NC(=O)Cn1c(-c2cscn2)nc2ccccc21	-5	98	97	1	103	111	104	93
CSc1ncc(Cl)c(C(=O)Nc2nnc(SC/C=C/c3ccccc3)s2)n1	10	100	95	3	108	101	97	.
CCCCN(C)c1ccc([N+](=O)[O-])cc1	-6	106	89	0	90	99	95	98
COc1ccc(OC)c(Nc2nc(N)nc(-c3cc4ccccc4o3)n2)c1	-1	99	104	0	117	104	101	97
Cc1ccnc(NC(=O)c2cccc(S(=O)(=O)N3CCCc4ccccc43)c2)c1	-3	101	106	0	98	100	102	95
NC(=O)CSc1nc2ccccc2c(=O)n1CCc1ccccc1	12	106	88	4	103	111	147	95
COCCN1C(=O)c2ccc(C(=O)Nc3nccs3)cc2C1=O	15	95	99	1	106	102	97	98
CC1(C)SC2c3ccccc3C(=O)N2[C@@H]1C(=O)O (stereo partly drawn)	1	108	92	1	104	108	102	107
CCOCCCn1c(=NC(C)=O)c(C(=O)OCC)cc2c(=O)n3ccccc3nc21	-10	94	90	0	89	100	98	102
Cc1[nH]n(-c2ccccc2)c(=O)c1N=Nc1cccc(S(=O)(=O)N2CCOCC2)c1	7	103	92	0	100	104	100	104
COCCNC(=O)CN(C(=O)Cn1nnc2ccccc21)c1ccc(C)cc1	-7	100	89	3	77	97	96	99
CCC(=O)c1ccc(OCC(O)Cn2nnc3ccccc32)cc1 (stereo not drawn)	2	99	113	3	102	109	106	102
CN(C)S(=O)(=O)N1CCCN(S(=O)(=O)N(C)C)CC1	9	101	99	0	89	105	105	102
Cc1c(NC(=S)NC(=O)Cc2ccccc2)cccc1C(=O)O	-2	103	101	3	96	109	104	107
N#CSCC(=O)c1cccc2ccccc12	1	78	143	2	127	95	97	95
Cc1ccc(-c2cc(C(=O)Nc3cc(C)ccc3C)[nH]n2)c(O)c1	2	101	103	0	109	116	104	102
C=CCNC(=O)C1CC2Cn3c(nc4cc(Cl)c(Cl)cc43)C2N1C (stereo not drawn)	28	104	99	1	97	110	114	109

Reprinted from the listing, 2 compounds:
SMILES	VLA-4 inh	RPL19A-GFP yeast	LAP4 TOR yeast	GRK2 inh	CR mimetic SO	MEP2 TOR yeast	AGP1-GFP MLPCN	CIT2-GFP yeast
Cc1[nH]n(-c2ccccc2)c(=O)c1N=Nc1cccc(S(=O)(=O)N2CCOCC2)c1	7	103	92	0	100	104	100	104
COCCNC(=O)CN(C(=O)Cn1nnc2ccccc21)c1ccc(C)cc1	-7	100	89	3	77	97	96	99

(more compounds)
SMILES	VLA-4 inh	RPL19A-GFP yeast	LAP4 TOR yeast	GRK2 inh	CR mimetic SO	MEP2 TOR yeast	AGP1-GFP MLPCN	CIT2-GFP yeast
Cc1c(C)n(C(=O)CSc2nc3ccccc3[nH]2)c2ccccc12	9	97	114	7	102	103	89	.
COc1cc(CO)cc(Br)c1OCc1cccnc1	-10	101	96	4	111	102	104	102
Cc1ccc(NC(=O)c2cc(=O)c3ccccc3o2)c(C)c1	1	97	92	1	97	99	90	90
CCN(CC)CCCN1C(=O)CSC1c1ccc2c(c1)OCO2 (stereo not drawn)	6	95	95	2	95	95	103	92
CCN(CC)C(=O)Cn1cc(S(=O)(=O)CC(=O)Nc2ccc(C(N)=O)cc2)c2ccccc21	-20	104	94	2	111	97	102	104
COc1ccccc1CNC(=O)CN(C)Cc1ccc(SC)cc1	4	93	94	0	109	112	91	98
O=C(Nc1cc(C(F)(F)F)ccc1N1CCOCC1)c1ccccc1F	0	95	97	1	97	120	105	97
Cc1noc(C)c1CNCc1ccccc1	11	105	92	7	76	87	97	93
Cc1ccc(Cn2c(=S)[nH]c3ccccc3c2=O)cc1	1	104	103	0	106	111	96	98
CCOc1ccc2[nH]cc(C(=O)O)c(=O)c2c1	-10	98	94	0	96	101	101	100
Cc1cc(Br)cc(Cl)c1OCC(=O)N1CCN(C(=O)c2ccco2)CC1	14	89	85	0	93	91	89	94
O=C(CCNS(=O)(=O)c1c(Cl)cccc1Cl)N1CCCC1	19	95	100	0	95	94	95	95
CSc1nnc(-c2cc3ccccc3cc2O)n1C	2	92	100	2	92	95	94	90
CC(=O)C1=C(O)C(=O)N(c2cccc(Br)c2)C1c1ccc(Br)cc1 (stereo not drawn)	4	94	102	2	98	120	106	117
CC(C)NC[C@H](O)COc1cccc2ccccc12	4	96	98	13	102	100	81	75
COC(=O)c1ccc(CNC(=O)C2CCC(=O)N(CCc3ccccc3)C2)cc1 (stereo not drawn)	19	113	90	3	95	105	100	106
CCCCC(CC)CNC(=O)CN1C(=O)NC2(CCc3ccccc32)C1=O (stereo not drawn)	8	97	84	1	110	106	97	92
CC(C)NC(=O)c1ccc(Cl)cc1Cl	-3	85	89	1	99	111	94	.
CCN1CCN(CC(=O)N/N=C/c2ccc(F)cc2F)CC1	-17	94	82	0	85	94	92	98
C/C(=N\NC(=O)Cc1ccc(F)cc1)c1ccc(F)cc1	0	103	106	1	111	102	101	103
O=C(CCN1C(=O)C2CCCCC2C1=O)Nc1ccc(Br)cc1F (stereo not drawn)	6	92	96	0	100	81	95	88
CN(C)S(=O)(=O)c1ccc(NC(=O)c2ccncc2)cc1	13	97	113	0	91	106	101	104
O=C1CC(N2CCC(O)(c3ccc(Br)cc3)CC2)C(=O)N1c1ccc(Cl)cc1 (stereo not drawn)	12	100	98	0	96	105	102	100
Cc1cc([N+](=O)[O-])ccc1NC(=O)CN1CCN(Cc2ccccc2)CC1	-5	101	84	7	94	105	100	104
Cc1cc2c(ncn2C(C)C)c(NS(=O)(=O)c2ccc(F)cc2)c1C	-1	104	98	0	103	107	101	102
Cc1ccc(N2C(=O)SC(Cc3ccccc3)C2=O)cc1 (stereo not drawn)	3	100	112	0	97	105	104	91
CCCc1ccc(NC(=O)C2CCN(c3cnccn3)CC2)cc1	-19	102	91	2	103	111	96	107
CCOC(=O)N1CCN(CC(O)COc2ccc(CC)cc2)CC1 (stereo not drawn)	-9	104	103	1	115	102	97	101
CC(C)c1ccc(N(CC(=O)NC(C)(C)C)C(=O)CCC(=O)Nc2nccs2)cc1	-1	104	98	1	102	101	101	102
Cc1nn(-c2cccc(Cl)c2)c2nc(-c3ccco3)cc(C(=O)O)c12	0	107	105	1	126	107	114	110
Cc1cc(C)n(CCNC(=O)c2cc(COc3ccc4ncccc4c3)on2)n1	2	97	102	5	112	94	107	74
CN(C)CCN(Cc1ccccc1)C(=O)[C@H](Cc1ccccc1)N1C(=O)c2ccccc2C1=O	-5	103	94	0	99	100	99	106
Cn1nccc1NC(=O)CC(CC(=O)O)c1ccccc1 (stereo not drawn)	8	98	102	0	83	90	99	90
CCCCOc1ccc(OCCCN2CCOCC2)cc1	5	99	108	0	84	95	95	104

Another view of some results above.
Structure | VLA-4 inh | RPL19A-GFP yeast | LAP4 TOR yeast | GRK2 inh | CR mimetic SO | MEP2 TOR yeast | AGP1-GFP MLPCN | CIT2-GFP yeast
CCCCOc1ccc(OCCCN2CCOCC2)cc1 | 5 | 99 | 108 | 0 | 84 | 95 | 95 | 104
Cc1ccc(N2C(=O)SC(Cc3ccccc3)C2=O)cc1 (stereo not drawn) | 3 | 100 | 112 | 0 | 97 | 105 | 104 | 91
CCCc1ccc(NC(=O)C2CCN(c3cnccn3)CC2)cc1 | -19 | 102 | 91 | 2 | 103 | 111 | 96 | 107
CN(C)CCN(Cc1ccccc1)C(=O)[C@H](Cc1ccccc1)N1C(=O)c2ccccc2C1=O | -5 | 103 | 94 | 0 | 99 | 100 | 99 | 106
CC(C)c1ccc(N(CC(=O)NC(C)(C)C)C(=O)CCC(=O)Nc2nccs2)cc1 | -1 | 104 | 98 | 1 | 102 | 101 | 101 | 102
Cc1cc(C)n(CCNC(=O)c2cc(COc3ccc4ncccc4c3)on2)n1 | 2 | 97 | 102 | 5 | 112 | 94 | 107 | 74
Cc1cc2c(ncn2C(C)C)c(NS(=O)(=O)c2ccc(F)cc2)c1C | -1 | 104 | 98 | 0 | 103 | 107 | 101 | 102

Laid out differently: results already given.
The line under a structure holds: VLA-4 inh | RPL19A-GFP yeast | LAP4 TOR yeast | GRK2 inh | CR mimetic SO | MEP2 TOR yeast | AGP1-GFP MLPCN | CIT2-GFP yeast
- CCCCOc1ccc(OCCCN2CCOCC2)cc1
  5 | 99 | 108 | 0 | 84 | 95 | 95 | 104
- CN(C)CCN(Cc1ccccc1)C(=O)[C@H](Cc1ccccc1)N1C(=O)c2ccccc2C1=O
  -5 | 103 | 94 | 0 | 99 | 100 | 99 | 106
- Cc1nn(-c2cccc(Cl)c2)c2nc(-c3ccco3)cc(C(=O)O)c12
  0 | 107 | 105 | 1 | 126 | 107 | 114 | 110
- Cn1nccc1NC(=O)CC(CC(=O)O)c1ccccc1 (stereo not drawn)
  8 | 98 | 102 | 0 | 83 | 90 | 99 | 90
- CC(C)c1ccc(N(CC(=O)NC(C)(C)C)C(=O)CCC(=O)Nc2nccs2)cc1
  -1 | 104 | 98 | 1 | 102 | 101 | 101 | 102
- CCCc1ccc(NC(=O)C2CCN(c3cnccn3)CC2)cc1
  -19 | 102 | 91 | 2 | 103 | 111 | 96 | 107
- Cc1cc(C)n(CCNC(=O)c2cc(COc3ccc4ncccc4c3)on2)n1
  2 | 97 | 102 | 5 | 112 | 94 | 107 | 74
